Bioassay records from PubChem BioAssay.
EPAC2 agonist: EPAC2 (human) agonism; EPAC2 activation, biochemical qHTS; response scale: 100% = 6.5 mM cAMP response; Potency, µM (series often up to 154 µM), inactives show at the top dose activation, usual class: activators; hit rate 0.079% among 360,000; note: nearly all actives have a fitted effect of over 50% in size
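Compounds were titrated in qHTS against a Rap1B-BODIPY-GDP (250 nM) complex with EPAC2 (100 nM) and GDP (50 uM). BODIPY-GDP release tracked at 480/540 nm over 30 min at room temperature, normalized to 6.5 mM cAMP.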
aSyn rescue: alpha-synuclein toxicity inhibition in yeast. AID 652106. Potency, µM (top dose mostly 46.1 µM), inactives show at the highest dose growth rescue (activation), most hits filed as activators. hit rate 0.14% among 370,000. Yeast expressing alpha-synuclein, growth rescue, BacTiter-Glo, 24 h; note: % of control where 0% means no effect; nearly all actives have a fitted effect of over 65% in size
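Screening used galactose-induced yeast with toxic alpha-synuclein levels, exposed to compound for 24 hr at 30 deg C. Cell growth, read with BacTiter-Glo luminescence, gave the measured signal.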
EPAC1 ag: activates human EPAC1 exchange factor; EPAC1 agonist qHTS, biochemical assay; response scale: 100% = response to 6.5 mM cAMP; Potency, µM (doses to about 154 µM), for inactives: at the top dose activation, actives largely listed as activators; hit rate 0.073% among 360,000; AID 720707; note: nearly all actives have a fitted effect of over 60% in size
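Multi-concentration qHTS readout: loss of Rap1B-bound BODIPY-GDP fluorescence driven by 100 nM EPAC1 with excess GDP (50 uM), monitored kinetically at room temperature; agonist response expressed relative to 6.5 mM cAMP.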
TDP-43 yeast inh: rescues yeast growth from TDP-43 toxicity. TDP-43 expressing yeast growth rescue, BacTiter-Glo, 24 h. Potency, µM (series often up to 46.1 µM), without a hit: at the highest dose growth rescue (activation), most hits filed as activators. hit rate 1.8% among 410,000; note: % of control where 0% means no effect; nearly all actives have a fitted effect of over 50% in size
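Galactose-induced TDP-43 yeast, OD600=0.02, compound pinned; 24 hr, 30 deg C; BacTiter-Glo luminescence for growth. Inhibitors of TDP-43 toxicity read as activators.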
FUS yeast rescue: rescues growth of FUS-expressing yeast | AID 1347120 | hit rate 0.24% among 390,000 | Potency, µM (doses to about 76.6 µM), for the others: at the highest dose growth rescue (activation), usual class: activators | S. cerevisiae FUS-expressing, growth rescue, OD600, 24 h;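 note: plate controls were DMSO vehicle for no effect and reference control for full effect; nearly all actives have a fitted effect of over 55% in size; some results filed as inactive show a strong effect at the top dose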
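S. cerevisiae expressing FUS from galactose induction served as the toxicity model. Growth after 24hr at 30C, read as absorbance at 600 nm, indicates suppression of toxicity; compounds dosed at several concentrations.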
EPAC2 antagonist: antagonists of human EPAC2; Q8WZA2; Potency, µM (highest dose often 114 µM), for the others: top-dose activity, negative = inhibition, actives largely listed as inhibitors; EPAC2 GEF exchange of Rap1B-BODIPY-GDP, fluorescence; hit rate 0.18% among 360,000; note: % is set by controls: 0 for no effect and ±100 for the full control effect; nearly all actives have a fitted effect of over 45% in size; many of its hits are not listed in these tables
EPAC1 antag: antagonists of human EPAC1. O95398. EPAC1 GEF assay, Rap1b-BODIPY-GDP exchange fluorescence. Potency, µM (doses to about 115 µM), inactives show top-dose activity change, negative = inhibition, most hits filed as inhibitors. hit rate 0.14% among 360,000. AID 720709;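 note: plate controls were vehicle for no effect and positive control for full effect; nearly all actives have a fitted effect of over 50% in size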
PTHR1 agonist: agonists of human PTHR1 parathyroid hormone receptor; Q03431; HEK293 GP2 PTHR1 cells, GloSensor cAMP luminescence, 1 h; Potency, µM (series often up to 115 µM), for inactives: top-dose activation, actives largely listed as activators; hit rate 0.075% among 410,000; note: nearly all actives have a fitted effect of over 55% in size; some results filed as inactive show a strong effect at the top dose; inactives centre near -15; many of its hits are not listed in these tables
Target sequence (Q03431 whole entry, looked up): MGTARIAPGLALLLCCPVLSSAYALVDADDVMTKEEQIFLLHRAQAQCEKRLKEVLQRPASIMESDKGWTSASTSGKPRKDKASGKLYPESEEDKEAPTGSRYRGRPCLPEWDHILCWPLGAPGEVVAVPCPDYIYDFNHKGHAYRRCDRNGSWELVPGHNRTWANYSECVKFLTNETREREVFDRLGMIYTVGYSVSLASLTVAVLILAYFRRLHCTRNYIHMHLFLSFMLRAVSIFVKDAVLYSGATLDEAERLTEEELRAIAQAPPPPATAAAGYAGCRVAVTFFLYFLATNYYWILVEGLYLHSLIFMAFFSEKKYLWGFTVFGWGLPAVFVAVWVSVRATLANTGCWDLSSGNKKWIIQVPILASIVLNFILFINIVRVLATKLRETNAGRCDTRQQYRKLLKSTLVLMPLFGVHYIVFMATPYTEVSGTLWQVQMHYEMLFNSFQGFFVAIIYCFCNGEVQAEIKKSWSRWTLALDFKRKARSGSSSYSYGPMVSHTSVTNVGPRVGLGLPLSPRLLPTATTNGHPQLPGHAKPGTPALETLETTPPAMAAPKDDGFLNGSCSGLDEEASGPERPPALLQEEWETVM
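HEK-293-derived GP2 cells expressing PTHR1 and a GloSensor cAMP reporter, 3,000/well, plated overnight, given luciferin plus IBMX (each 0.5 mM as added) for 1 h at 37 °C, then compound for 1 h at 37 °C. Luminescence was read after 15 min at room temperature.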
* = called active by the depositor; i = inactive; u = inconclusive; x = no result given; [ ] = remark or other dose. Calls come from the whole dose curve; as a rule, active = well fitted curve in the direction sought with a large enough effect; inconclusive = small, poorly fitted or top-dose-only effect, or another doubt; inactive = no such curve, though single readings can be large; an effect the other way counts as inactive or inconclusive. Potency is the fitted concentration of half-maximal effect.

SMILES	EPAC2 agonist	aSyn rescue	EPAC1 ag	TDP-43 yeast inh	FUS yeast rescue	EPAC2 antagonist	EPAC1 antag	PTHR1 agonist
CC(C)N1CCN(Cc2ccc(Sc3nncn3C)o2)CC1CCO (centres undefined)	4%	-2%	-1%	4%	-15%	3%	-25%	-4%
CC(C)(C)OC(=O)CC12CCCCC1NC(=O)O2 (centres undefined)	9%	0%	7%	12%	-15%	-3%	-13%	-4%
Cc1ccc(SCc2nn(C)c(Cl)c2C=O)cc1	8%	u	7%	2%	11%	-16%	u	-12%
CCOc1cc(/C=N/NC(=O)Cn2nc([N+](=O)[O-])cc2C)ccc1OCc1ccc(F)cc1	1%	-1%	1%	7%	49%	-9%	-9%	14%
CN(C)C(=O)Cn1c(SCC(=O)NCc2ccc3c(c2)OCO3)nc2ccccc21	1%	20%	6%	21%	-2%	8%	11%	i
COc1ccccc1NC(=O)CSc1ccc2nnc(CCNC(=O)c3ccccc3)n2n1	2%	0%	-30%	2%	13%	-23%	-5%	i
O=C(CN(CC(=O)N1CCOCC1)S(=O)(=O)c1ccc(Br)s1)N1CCOCC1	4%	-8%	0%	-1%	25%	-1%	0%	i
CC(=O)Nc1cccc(OCCCOc2cccc([N+](=O)[O-])c2)c1	15%	-7%	-6%	13µM*	x	-1%	1%	-38%[inhibitor]
O=C(COC(=O)CNC(=O)c1ccc(Cl)cc1)Nc1ccc(Cl)cn1	2%	-1%	7%	11%	-7%	-8%	-8%	-11%
Cc1onc(-c2c(Cl)cccc2Cl)c1C(=O)Nc1ccc2c(c1)OCCO2	18%	26%	17%	u	23%	-4%	-16%	-8%
COc1cnn(-c2ccc([N+](=O)[O-])cc2)c(=O)c1Cl	-2%	3%	-11%	0%	0%	3%	-3%	-37%[inhibitor]
O=C(NCC1CC1)NC(=O)c1c(F)cccc1Cl	2%	0%	12%	18%	-27%	-11%	-6%	i
COc1ccc(N(CC(=O)NCCSc2ccccn2)S(C)(=O)=O)cc1	-2%	-7%	-6%	-1%	-1%	2%[57.1 µM]	11%	i
Cc1nnsc1C(=O)Nc1cc(Cl)ccc1Cl	8%	-13%	8%	14%	-5%	19%	12%	i
C#Cc1ccc([C@@H]2C=C(C(=O)NCc3ccccc3)O[C@H](OCC)[C@H]2CCCO)cc1	25%	4%	6%	-3%	33%	u	-21%	-6%
Cc1nnn(-c2nonc2N)c1C(=O)N/N=C/c1ccccc1O	-7%	-1%	-4%	23%	15%	1%	-6%	i
CC(=O)Nc1ccc(NC(=O)C2CC(=O)Nc3nc4ccccc4n32)cc1 (centres undefined)	-3%	-3%	2%	-22%	8%	5%	-7%	i
COc1ccccc1NS(=O)(=O)c1cc(C(=O)NCCC(C)C)ccc1F	2%	0%	2%	-15%[0.397 µM]	12%	-15%	-3%	-18%
CCc1nnc(NC(=O)CCC(=O)N2CCN(Cc3cc(F)ccc3OC)CC2)s1	14%	-2%	-3%	1%	2%	7%	-3%	-13%[57.5 µM]
CC1(C)Cc2c(cnn2-c2cccc(F)c2)C(NC(=O)CSc2ccncc2)C1 (centres undefined)	4%	-7%	17%	4%	13%	2%	1%	-12%
COc1ccc(S(=O)(=O)N/N=C\c2ccc(OC)c(COc3ccc(C)cc3[N+](=O)[O-])c2)cc1	2%	7%	-6%	-2%	12%	3%	-4%	-11%[57.5 µM]
CC(C)c1ccc(NC(=S)NCc2ccc3c(c2)OCO3)cc1	1%	3%	6%	u	10%	1%	-5%	-14%
CCCc1nnc(NC(=O)Nc2ccc(OC)cc2)s1	-3%	11%	-6%	14%	-15%	6%	-4%	i
Cc1nc2oc3c(NCc4ccccc4)ncnc3c2c2c1COC(C)(C)C2	14%	x	0%	u	-12%	-5%	-1%	i
CCOc1ccccc1NC(=O)NCCC1=CCCCC1	4%	-15%	-8%	-10%[0.397 µM]	-3%	-13%	-2%	-30%[inhibitor]
Next section:
SMILES	EPAC2 agonist	aSyn rescue	EPAC1 ag	TDP-43 yeast inh	FUS yeast rescue	EPAC2 antagonist	EPAC1 antag	PTHR1 agonist
Cc1c(Cl)cccc1Nc1nc(N)nc(CSCCO)n1	15%	6%	-15%	5%	x	6%	-29%	i
COCc1cc(=O)[nH]c(/N=C(\N)Nc2ccccc2C)n1	-1%	-5%	-1%	5%	-6%	5%	10%	i
CCN1C(=O)[C@H]2[C@@H](c3ccc(C)cc3)N3C(=O)N(c4ccc(C(F)(F)F)cc4)C(=O)[C@@]3(Cc3ccccc3)[C@H]2C1=O	-5%	1%	-33%[inhibitor]	21%	-6%	-13%	-27%	-53%[inhibitor]
NC[C@H]1O[C@@H](n2ccc(N)nc2=O)[C@H](O)[C@@H]1O	0%	-8%	12%	18%	-10%	7%	-5%	-9%
CCOC(=O)Nc1nnc(-c2ccc(OC)c(OC)c2)s1	5%	0%	6%	6%	-11%	2%	-13%	i
CCc1ccc(-c2cc(C)no2)cc1S(=O)(=O)N1CCN(c2cccc(C)c2C)CC1	3%	1%	3%	15%	44%	-1%	-3%	i
CCOC(=O)N1CCN(S(=O)(=O)c2ccc(C(=O)N(CCCN(C)C)c3nc4c(C)c(C)ccc4s3)cc2)CC1	-1%	1%	-4%	7%	20%	-5%	-16%	-20%
Cc1ccc(NC(=O)CSC(N)=O)cc1Cl	4%	-10%	-9%	13%	19%	0%	14%	-16%[57.5 µM]
Cc1cc(NC(=O)CN2CCc3ccccc3C2)nc2c1c(=O)oc1ccccc12	3%	2%	-4%	-17%	6%	6%	-5%	i
O=C(O)c1cccc(N=C2NC(=O)C(CO)(CO)S2)c1	9%	0%	0%	12%	2%	6%	4%	-8%
CCOc1ccc(/C=N/NC(=O)C(=O)NCc2ccco2)cc1	-9%	-1%	8%	3%	11%	1%	17%	i
COC(=O)c1ccccc1NC(=S)NC(=O)c1ccc(C)cc1	10%	-18%	9%	20µM*	x	1%	u	i
COc1cc(C(=O)NNC(=S)NC(=O)/C=C/c2ccccc2)cc(OC)c1OC	8%	12%	1%	u	10%	-8%	6%	i
Cc1csc2ncc(C(=O)NCc3ccccc3Cl)c(=O)n12	-1%	-1%	-3%	22µM*	3%	0%	-5%	-13%
COc1ccc(Cc2nnc(SCC(=O)NC(C)c3ccccc3)o2)cc1 (centres undefined)	-2%	3%	11%	8%	8%	1%	-4%	-2%[57.5 µM]
Cc1cc(OC(C)C(=O)NCc2cccnc2)c2c(C)c(Cc3ccccc3)c(=O)oc2c1 (centres undefined)	-10%	0%	-2%	9%	9%	12%	14%	i
CCCCn1c(/N=C/c2ccccc2NS(=O)(=O)c2ccc(C)cc2)nc2ccccc21	4%	-34%[inhibitor]	-8%	-40%[inhibitor]	x	14%	-26%	i
N#C/C(=C(/O)CN1CCOCC1)c1nc2ccccc2s1	6%	6%	2%	-15%	-11%	u	-22%	-18%
COC(=O)Nc1ccc(S(=O)(=O)N2CCC(C(=O)N3CCCC(C)C3)CC2)cc1 (centres undefined)	-11%	0%	4%	-13%[1.82 µM]	9%	4%	2%	-12%
CCCCC(c1nnnn1CC1CCCO1)N1CCN(c2cc(Cl)ccc2C)CC1 (centres undefined)	9%	-14%	6%	18µM*	x	-6%	-23%	-25%
CCCc1nnc(SCC(=O)Nc2ccc(C(=O)OCC)cc2)o1	8%	6%	7%	u	24%	-6%	-23%	-13%
COc1ccc(-c2cc(C(=O)N3CCN(C(=O)c4ccco4)CC3)[nH]n2)cc1	10%	0%	-3%	-5%	-7%	-3%	-12%	-6%
COP(=O)(CC(=O)c1ccccc1)CC(=O)c1ccccc1	6%	14%	4%	2%	0%	1%	-12%	-24%
Cc1ccc(SCC(=O)NCCN2C(=O)CSC2=O)c(C)c1	-3%	2%	-3%	1%	5%	12%	12%	5%[57.5 µM]
COC(=O)c1cccc([N+](=O)[O-])c1CN1CCCC(C(N)=O)C1 (centres undefined)	7%	-1%	2%	6%[9.22 µM]	-4%	12%	3%	i
Continuation:
SMILES	EPAC2 agonist	aSyn rescue	EPAC1 ag	TDP-43 yeast inh	FUS yeast rescue	EPAC2 antagonist	EPAC1 antag	PTHR1 agonist
O=C(Cc1cccs1)N(Cc1ccco1)C1(C(=O)NC2CCCC2)CCCCC1	4%	-1%	6%	-17%	13%	0%	2%	-6%[57.5 µM]
c1ccc2[nH]c(CN3CCCCC3)nc2c1	-3%	-6%	-8%	-20%	6%	8%	6%	-11%[57.5 µM]
CC[C@@H]1Cc2[nH]c(=O)[nH]c(=O)c2[C@H](c2ccc(Cl)cc2)O1	3%	1%	1%	19%	-21%	5%	11%	-8%
O=P(O)(CCc1ccccc1)CN1CCCCC1	-1%	3%	-1%	-17%	1%	8%	14%	i
Nc1cc(N)nc(SCc2cc(=O)oc3cc4c(cc23)CCC4)n1	5%	2%	13%	12%	33%	-17%	4%	-4%[57.5 µM]
C[C@]12c3[nH]c4ccc(Cl)cc4c3CCN1C(=O)[C@@H](CC(=O)NCCC1=CCCCC1)C[C@@H]2C(=O)N1CCOCC1	-14%	3%	-9%	16%	u	3%	0%	i
Cc1cc(C)c2nc(N(CCCN(C)C)C(=O)c3ccc4c(c3)CCCC4)sc2c1	11%	-2%	-4%	-14%	41%	-7%	-9%	i
COC1OCC(O)C(NC(=O)N(C)N=O)C1O (centres undefined)	-4%	0%	6%	14%	-13%	-9%	1%	-10%
Cc1cccc(Nc2nc3c(s2)CCCC3)c1	14%	-16%	13%	12%	x	2%	5%	-33%[inhibitor]
O=C(Nc1cccc(F)c1)c1ccc(-n2cncn2)c2ccoc12	8%	1%	7%	0%	12%	-28%	-2%	-57%
Cc1[nH]n(-c2nc(-c3cccc([N+](=O)[O-])c3)cs2)c(=O)c1C	1%	8%	1%	28%	x	0%	7%	-32%[inhibitor]
CCOc1ccc(-c2cc(C(=O)OC)[nH]n2)cc1	-7%	9%	-8%	-12%	-5%	-3%	6%	-57%[inhibitor]
CC[C@]12c3[nH]c4cc(-c5ccco5)ccc4c3CCN1C(=O)[C@@H](CC(=O)NCCCn1ccnc1)C[C@@H]2C(=O)N1CCN(C(=O)C2CC2)CC1	-1%	0%	-3%	14%	-2%	-5%	13%	-1%
COCc1nnc(NC(=O)c2cccc(NC(=O)C(C)C)c2)s1	4%	-4%	2%	2%	-3%	12%	-20%	-3%

3 successive compounds from above:
SMILES	EPAC2 agonist	aSyn rescue	EPAC1 ag	TDP-43 yeast inh	FUS yeast rescue	EPAC2 antagonist	EPAC1 antag	PTHR1 agonist
CCOc1ccc(-c2cc(C(=O)OC)[nH]n2)cc1	-7%	9%	-8%	-12%	-5%	-3%	6%	-57%[inhibitor]
CC[C@]12c3[nH]c4cc(-c5ccco5)ccc4c3CCN1C(=O)[C@@H](CC(=O)NCCCn1ccnc1)C[C@@H]2C(=O)N1CCN(C(=O)C2CC2)CC1	-1%	0%	-3%	14%	-2%	-5%	13%	-1%
COCc1nnc(NC(=O)c2cccc(NC(=O)C(C)C)c2)s1	4%	-4%	2%	2%	-3%	12%	-20%	-3%

A portion of the library (hit frequency here may not be typical).
